Screening data deposited in PubChem by several laboratories.
RTF Ca sens act – cardiac RTF calcium sensitivity activators, primary screen, biochemical, IANBD-TnC fluorescence, EC20 calcium. Troponin I, cardiac muscle (Homo sapiens) + Troponin T, cardiac muscle (Homo sapiens) + …. IANBD-labeled TnC RTF fluorescence at EC20 calcium; 0% EC20 calcium, 100% full calcium. activation, % at 7.2 µM. 0.24% of 340,000 active. AID 493008, 2010;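 active means activation above the mean over all tested compounds plus 3 SD, cut at about 30% in these data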;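 further: rise in fluorescence read as greater calcium sensitivity of cardiac thin filaments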
CAL PDZ FP-1 – CAL PDZ peptide-binding inhibitors, primary screen, biochemical, fluorescence polarization, Cer-tagged CAL PDZ, HTS; Golgi-associated PDZ and coiled-coil motif-containing protein (Homo sapiens), Q9HD26; purified CAL PDZ, TMR-peptide fluorescence polarization, 1 h; inhibition, % at 20 µM; 0.02% of 330,000 active; AID 504414, 2011;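 active means highest replicate inhibition of at least 40%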;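 further: plate controls were DMSO neutral control wells for no effect and unlabeled competitor peptide control wells for full effect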
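Assay system – tagged CAL PDZ protein CerCALP, purified · Timing – 1 h at RT · Compound – single point, 20 µM · Measured by – fluorescence polarization from S- and P-plane intensities, G-factor corrected · Evaluation – inhibition from polarization loss · Probe or stimulus – TMR reporter peptide T*-PRC34 · Buffer or medium – pH 7.4 phosphate-saline buffer, reducing agent, detergent, IgG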
V-ATPase pH – regulators of yeast V-ATPase proton pumping, primary screen, pHLuorin cytosolic pH fluorescence | response, % at 10 µM | AID 504577, 2011 | S. cerevisiae | 0.37% of 350,000 active; in the data active means response mostly above about 7.3%, no sharp cut-off; inactive means mostly below about 5.4%; further: actives read high; inactives centre near 0; some compounds called inactive have numbers as strong as hits; reference of the scale not given here
CAL PDZ FP-2 – untagged CAL PDZ binding inhibitors, primary screen, biochemical, fluorescence polarization, HTS | purified CAL PDZ, TMR-peptide fluorescence polarization, 1 h | inhibition, % at 24.9 µM | 0.92% of 300,000 active | AID 602252, 2012;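 active means mean inhibition of at least 30% with at least half of replicates also reaching 30%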;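 further: 0% = DMSO neutral control and 100% = excess unlabeled competitor peptide PRC23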
Wnt bcat act – Wnt/beta-catenin pathway activators, primary screen, cell-based, plate reader, single point; Wnt/beta-catenin reporter cell assay, activator; activation, % at 9.35 µM; 1.2% of 300,000 active; AID 743398, 2014; in the data active means activation above about 30%, passing the limit was not always enough;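 further: 0% = neutral control wells and 100% = positive control wells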
CDK5 p35 inh – inhibitors of human CDK5/p35 kinase, primary screen, biochemical, single concentration | Cyclin-dependent kinase 5 (Homo sapiens) + Cyclin-dependent kinase 5 activator 1 (Homo … | Recombinant CDK5/p35, ADP-Glo luminescence, 60 min | inhibition, % at 10 µM | 0.01% of 330,000 active;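 active means highest replicate inhibition of at least 50% and at least 75% of replicates reaching 50%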;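 further: plate controls were DMSO neutral control for no effect and GW8510 at 10 µM for full effect; many of its hits are not listed in these tables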
Target sequence (Q00535 whole entry, looked up): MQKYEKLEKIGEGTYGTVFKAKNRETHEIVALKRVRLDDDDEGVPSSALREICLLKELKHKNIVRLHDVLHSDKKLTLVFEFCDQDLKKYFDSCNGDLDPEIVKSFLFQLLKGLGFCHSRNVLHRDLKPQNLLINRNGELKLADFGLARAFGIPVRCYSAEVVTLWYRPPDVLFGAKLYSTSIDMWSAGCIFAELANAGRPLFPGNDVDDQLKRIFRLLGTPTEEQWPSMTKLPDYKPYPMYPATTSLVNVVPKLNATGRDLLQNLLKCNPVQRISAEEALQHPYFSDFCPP
Target sequence (Q15078 whole entry, looked up): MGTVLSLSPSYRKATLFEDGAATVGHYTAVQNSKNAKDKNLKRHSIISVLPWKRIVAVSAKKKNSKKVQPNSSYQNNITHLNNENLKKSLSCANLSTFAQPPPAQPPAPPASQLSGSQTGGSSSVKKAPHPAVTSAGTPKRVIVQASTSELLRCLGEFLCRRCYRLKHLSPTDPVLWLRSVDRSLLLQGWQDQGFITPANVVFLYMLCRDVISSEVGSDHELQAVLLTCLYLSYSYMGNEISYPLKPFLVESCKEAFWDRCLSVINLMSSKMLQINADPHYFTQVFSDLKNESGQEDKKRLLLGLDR
Tat transport – E. coli Tat export inhibitors, primary screen, MC4100, TorA-mCherry reporter, fluorescence, single point; inhibition, % at 10 µM; 0.036% of 340,000 active;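 active means mean replicate inhibition at least 50% and at least half of replicates individually reaching 50%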;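 further: exported cargo escapes ClpAP degradation while cytoplasmic cargo is degraded and loses fluorescence; 0% = median of neutral control wells and 100% = median of NaSCN control wells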
MITF act – activators of MITF-driven TRPM1 promoter reporter, primary screen, cell-based, SK-MEL-5, luciferase, single point. 0.75% of 300,000 active. SK-MEL-5 TRPM1-promoter luciferase, 24 h; % of positive control, neutral wells = 0. activation, % at 12.5 µM;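 active means mean activation of at least 80% with every replicate also reaching 80%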;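 further: 0% = neutral control wells and 100% = parthenolide positive control wells; values of inactives mirror those of a sister screen read the other way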
dFosB act – activators of delta FosB homodimer, primary screen, biochemical, fluorescence polarization, TAMRA-CDK5 oligo, single point. purified delta FosB; percent of positive-control signal above neutral wells. activation, % at 25 µM. Protein FosB (Mus musculus), P13346. 0.99% of 340,000 active;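 active means mean activation above about 17%, with every replicate also reaching it, limit read from the data, passing the limit was not always enough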;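 further: fluorescence polarization rise as delta FosB binds a TAMRA Cdk5 AP-1 oligo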
Rtt109 Vps75 – inhibitors of C. albicans Rtt109/Vps75 HAT, primary screen, biochemical, ThioGlo CoA-SH fluorescence, plate reader | Histone acetyltransferase RTT109 (Candida albicans (strain SC5314 / ATCC MYA-2876)), … | purified Rtt109/Vps75, 4 h | inhibition, % at 34.9 µM | 0.16% of 330,000 active;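 active means inhibition of at least 50% in every replicate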
Target sequence (Q5AAJ8 whole entry, looked up): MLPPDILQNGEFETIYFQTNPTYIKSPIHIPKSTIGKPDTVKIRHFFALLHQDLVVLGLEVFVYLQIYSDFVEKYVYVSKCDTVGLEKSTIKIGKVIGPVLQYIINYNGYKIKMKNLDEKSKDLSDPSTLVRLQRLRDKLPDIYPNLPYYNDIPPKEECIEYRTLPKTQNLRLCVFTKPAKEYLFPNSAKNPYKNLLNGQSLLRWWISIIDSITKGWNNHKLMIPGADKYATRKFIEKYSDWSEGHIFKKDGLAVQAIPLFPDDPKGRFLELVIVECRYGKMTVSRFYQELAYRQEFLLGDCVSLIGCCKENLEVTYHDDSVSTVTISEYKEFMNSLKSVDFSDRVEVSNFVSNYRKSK
Active calls of the source: *; x = no result given.

item	mol	Wnt bcat act	Tat transport	MITF act	CAL PDZ FP-2	dFosB act	V-ATPase pH	Rtt109 Vps75	CDK5 p35 inh	CAL PDZ FP-1	RTF Ca sens act
1	CCOC(=O)[C@H]1[C@H]2COc3ccc(Cl)cc3[C@@H]2N2C(=O)CN(Cc3ccccc3)C(=O)[C@@]12C	-2	1	13	-4	0	-3	3	-1.3	-2.6	-5
2	COCC1CCCCN1C(=O)c1ccc2nc(Cc3ccc(OC)c(OC)c3)oc2c1 (stereo unspecified)	5	-5	22	-2	-2	-5	-5	-1.5	-1.3	-1
3	C#CCSc1nnc(-c2ccc([N+](=O)[O-])cc2)o1	-11	7	21	-1	-1	2	41	-0.1	-1.7	-5
4	O/N=C\c1ccccc1Oc1ccc(F)cc1	-1	-2	7	-2	-5	-1	5	-2.7	-2.2	-2
5	COc1cc2c(cc1OC)C(c1ccc([N+](=O)[O-])cc1)N(C(C)=O)CC2 (stereo unspecified)	-2	-1	x	x	0	-3	3	-0.7	-2.7	2
6	Cn1c(-c2ccc(CN3CCCCC3)o2)nc2ccccc21	20	-11	41	6	0	4	5	0.6	0.8	-1
7	CCCCN1C(=O)C2C(c3ccc(OC)cc3O)NC(CC(C)C)(C(=O)O)C2C1=O (stereo unspecified)	-2	1	6	x	-5	-3	1	-1.2	-0.2	8
8	Cc1ccc(-c2cc3ccccc3nc2N2CCOCC2)cc1	-1	-1	-3	-5	-6	0	1	-0.8	0.3	x
9	COc1ccccc1N1CCN(S(=O)(=O)c2ccc3c(c2)oc(=O)n3C)CC1	-2	1	-2	0	-13	1	4	-2.6	-2.0	-1
10	CC(Oc1ccccc1)C(=O)N1CCC2(CC1)CC(=O)c1ccccc1O2 (stereo unspecified)	2	-7	8	-3	-5	-2	12	0.4	-2.5	-2
11	CN(C)S(=O)(=O)c1cccc(NC(=O)c2ccc3c(c2)S(=O)(=O)N=C2CCCCCN23)c1	-3	-1	-7	10	-9	0	-10	0.3	-1.0	4
12	CS(=O)(=O)N1CCC(C(=O)Nc2ccc(Cl)cc2)CC1	0	1	x	1	0	-1	-8	-1.1	-0.9	15
13	CCCN1CCN(C(=O)c2noc3c2COc2ccc(C)cc2-3)CC1	-4	-8	8	x	-5	-1	11	-1.4	-0.3	6
14	Cc1cc(C)c(S(=O)(=O)N2CCCCC2CCNC(=O)C(=O)NCC2CCCO2)c(C)c1 (stereo unspecified)	-2	-12	-5	-3	-10	1	x	1.0	-3.6	-3
15	COc1ccc(CC(=O)c2ccc(O)cc2O)cc1OC	4	-7	10	-2	-6	1	-6	-0.9	-1.5	1
16	CC(=O)C1=C(O)C(=O)N(c2ccc(Br)cn2)C1c1ccccc1[N+](=O)[O-] (stereo unspecified)	-1	12	-11	13	-7	2	x	0.9	-1.6	-2
17	CN(CC(=O)Nc1ccccc1Cl)CC(=O)N(C)c1c(N)n(Cc2ccccc2)c(=O)[nH]c1=O	2	-6	3	x	-3	2	4	-0.3	0.1	-3
18	CCC(=O)Nc1cc(C)c(NC(=O)CCc2ccccc2)cn1	1	-9	x	x	-3	-6	1	-1.7	0.2	9
19	CCCCn1c(N)c(N(Cc2ccccc2OC)C(=O)CSCC(=O)Nc2ccc(C)cc2)c(=O)[nH]c1=O	-3	-2	5	-2	-15	2	-1	1.1	-0.9	2
20	COCC(=O)N(C)[C@H]1C[C@H]2c3cc(N4CCN(C)CC4)ccc3CCN2C(=O)[C@H]1[C@H](C)O	-1	-5	7	-5	3	4	-10	-0.6	0.5	-7
21	CCOC(=O)c1sc(=S)[nH]c1C	13	-2	3	3	4	0	-4	-0.5	-1.2	-4
22	Cc1ccc(S(=O)(=O)c2nc(-c3ccccc3)oc2NCCN2CCOCC2)cc1	x	2	0	0	1	3	12	-0.1	-0.4	-3
23	Cc1cc(CN2CCN(CC(=O)Nc3cc(C(F)(F)F)ccc3-n3cncn3)CC2)no1	-3	1	x	-1	2	1	5	2.8	0.1	2
24	O=C(c1ccco1)N(CCCN1CCOCC1)c1nc(-c2ccc(Cl)cc2)cs1	x	6	5	-4	-2	-4	x	0.1	-4.2	-4
25	CCC(=O)N1CCc2cc(S(=O)(=O)NC(C(=O)NC3CCCc4ccccc43)C(C)C)ccc21 (stereo unspecified)	-1	-7	0	-3	-1	4	18	0.5	0.3	-1
26	Cc1ccc(OCc2n[nH]c(=S)n2-c2ccc(C)cc2)cc1	-2	-8	-6	-2	-8	-4	2	3.6	-2.5	1
27	CCN1C(=NCc2cccc(Cl)c2)N[C@@H](c2cccc(F)c2)C(C(=O)OC)=C1C	-1	-3	-12	-2	4	4	23	2.9	-0.7	-3
28	O=C(O)/C=C/C(=O)Nc1ccc2c(c1)NC(=O)CO2	0	3	-3	0	-1	0	-5	2.0	0.0	5
29	O=C(NCC1COc2ccccc2O1)C1CCCN(S(=O)(=O)c2cnc[nH]2)C1 (stereo unspecified)	0	34	-4	x	-3	-6	-6	-3.4	0.5	10
30	Cc1ccc(-c2cc3nc4c(c(=O)n3[nH]2)CCCC4)cc1	29	-7	21	-2	-10	10	11	1.1	-0.6	-4
31	C[C@H](N=C1NS(=O)(=O)c2ccccc21)C(=O)OCc1cc([N+](=O)[O-])cc2c1OCOC2	1	5	0	-1	4	0	3	-1.1	-0.9	-4
32	O=c1c2ccccc2sn1-c1cc(S(=O)(=O)N2CCOCC2)ccc1N1CCOCC1	-2	-7	4	0	-11	0	122*	2.1	-2.9	1
33	CC1=CC(C)(C(Cl)Cl)C(C)=CC1=O (stereo unspecified)	-6	3	x	-4	-5	3	-3	1.9	-2.5	3
34	CCN1CCN(C(c2ccc(F)cc2)c2nnnn2Cc2ccc3c(c2)OCO3)CC1 (stereo unspecified)	-1	-2	7	x	0	3	3	0.2	1.1	2
35	Cc1cc(N2C(=O)CCC2=O)n(-c2ccccc2)n1	3	-3	x	0	3	2	-9	-1.5	-1.5	6
36	O=c1[nH]c2ccccc2c2cn(-c3ccccc3)nc12	18	-6	27	-6	-56	0	-2	1.0	-6.9	-1
37	CCOc1ccc(NC(=O)CSc2nc(O)c(C)c(=O)n2-c2ccc(F)cc2)cc1	0	0	8	0	-1	-2	14	-0.8	-1.6	-9
38	C[C@@H]1COC(=O)[C@H](NC(=O)OCC2c3ccccc3-c3ccccc32)C/C=C\C[C@@H](CC(=O)N[C@H](CO)Cc2ccccc2)C(=O)N1	-5	-4	0	1	-4	-2	-5	-4.9	0.2	7
39	CC1/C(=N/O)CC(c2ccco2)NC1c1ccco1 (stereo unspecified)	x	1	-4	-1	3	3	-3	-0.2	-0.7	0
40	COc1ccccc1OCc1nnc(SCC(=O)N2CCCCC2)o1	0	8	2	-4	-3	-1	-17	-0.6	-3.0	0
41	O=C(Nc1ccccc1C(=O)N1CCCCC1)c1cccs1	-5	-5	-12	-4	-5	0	-3	2.0	-0.7	1
42	CC(/C=N/n1c(-c2cc(C)[nH]n2)n[nH]c1=S)=C\c1ccco1	2	-2	-4	-3	-11	-1	3	1.3	0.1	2
43	O=C(N/N=C/c1ccccc1)c1cccc2ccccc12	-1	1	-1	-2	0	-1	4	0.6	-1.4	-5
44	Cc1ccc(S(=O)(=O)NCCOC(=O)Nc2sc(=S)n(C)c2C)cc1	-1	8	0	-10	-4	1	1	-0.3	-4.5	2
45	CC1(C)CC(=O)c2ccc(O)cc2O1	-1	0	-2	1	-4	2	x	0.5	-0.2	-2
46	CCc1ccccc1N(CC(=O)OC)S(C)(=O)=O	0	0	-6	0	1	0	2	0.0	0.3	-2
47	Cc1csc(NC(=O)C2CCCCC2)n1	x	8	x	1	2	2	-2	-3.3	-1.4	0
48	Cc1ccc2nc(/C(C#N)=C/c3ccc(-c4ccccc4C(=O)O)o3)[nH]c2c1	0	4	-8	9	-7	2	-6	0.3	-4.4	27
49	CCc1ccccc1NC(=S)N(CCCN(C)C)Cc1cc2cc3c(cc2[nH]c1=O)OCO3	-1	-5	-23	-3	0	3	3	-0.6	-0.4	-3
50	Cc1ccc(NC(=O)CN2C(=O)C3CCCCN3C(=O)c3ccccc32)cc1 (stereo unspecified)	1	-5	-4	-4	6	0	3	-1.5	x	8
51	O=C(CC(=O)Nc1ccc(F)cc1)Nc1ccc(F)cc1	2	0	-7	-8	2	3	4	0.0	1.7	4
52	CNc1nc(-c2ccc([N+](=O)[O-])cc2)cs1	19	-1	90*	-3	4	-7	3	-1.8	0.8	-2
53	COc1ccc(CNc2nc3ccccc3s2)cc1OC	4	0	x	0	-8	0	-1	-0.7	-0.4	3
54	CCOC(=O)CN1CC23C=CC(O2)C(C(=O)Nc2ccc(F)cc2)C3C1=O (stereo unspecified)	-5	-2	2	-2	0	-1	-32	0.0	-0.2	8
55	Cc1ccc(-c2nnn(CC(=O)NC3CC4CCC3C4)n2)cc1 (stereo unspecified)	-4	3	-2	0	-12	1	-2	0.3	-1.6	-8
56	Cc1nnsc1-c1nnc(SCC(=O)c2ccccc2)n1C1CC1	-1	2	-3	-2	-4	-1	-18	1.5	-0.5	0

Remaining list, next part.
item	mol	Wnt bcat act	Tat transport	MITF act	CAL PDZ FP-2	dFosB act	V-ATPase pH	Rtt109 Vps75	CDK5 p35 inh	CAL PDZ FP-1	RTF Ca sens act
57	CC(=O)Nc1ccc(S(=O)(=O)N2CCC(C(=O)N[C@@H](C)C(=O)NC3CCCC3)CC2)cc1	-3	-3	-4	0	-6	3	3	-0.7	-1.8	0
58	CC(C)CCNC(=O)C1CCN(c2nc3ccccc3o2)CC1	3	0	3	x	-10	-6	17	-1.4	-0.9	3
59	CCCCn1c(SCC(=O)NCc2ccco2)nnc1-c1ccco1	x	-3	3	x	-6	-2	4	1.3	-1.1	-6
60	CC1CN(C(=O)c2ccc(N3CCCCC3)c([N+](=O)[O-])c2)CC(C)O1 (stereo unspecified)	x	-9	-2	7	7	-5	-3	-1.1	0.1	3
61	Cc1ccccc1NC(=O)NCCc1nc2ccccc2[nH]1	x	2	1	-4	-8	-1	-4	-0.2	-4.7	2
62	COc1ccc(S(=O)(=O)N2CCCC2C(=O)Nc2ccc(C(C)=O)cc2)cc1 (stereo unspecified)	-3	-10	-9	0	-4	0	7	0.8	-0.2	1
63	CCOc1ncccc1C(=O)OCc1nnc(-c2ccccc2)o1	-2	10	x	x	-5	-6	4	0.6	0.6	-7
